High-throughput results deposited in PubChem BioAssay by several laboratories.
MgcRacGAP inhibition: MgcRacGAP GTPase-activating activity inhibitors, confirmation, biochemical, ADP Hunter fluorescence. MgcRacGAP-stimulated Rac1 GTP hydrolysis, ADP Hunter fluorescence; higher % means a stronger effect; GST-tagged Rac1 F28L mutant substrate. one-dose inhibition, % at 30 µM; IC50 in µM for titrated hits. 340,000 tested, 0.6% active;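 active = first-screen hits whose inhibition reached a set limit at any dose in the follow-up dose series; inconclusive = inhibition above the set first-screen limit but never retested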;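 also: fluorescence reports GDP produced by GAP-driven GTP hydrolysis; strong numbers were not always called active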
Myeloid diff 2: compounds promoting myeloid differentiation | ER-HoxA9 myeloid progenitors, lysozyme-GFP differentiation, flow cytometry | calls only at 10 µM | 360,000 tested, 1% active;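 active = normalized GFP-positive differentiation at or above the plate's own cutoff, the solvent-only control mean plus 3 SD; inconclusive = no clear call, values can overlap the other calls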;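 also: cells exposed to compound for four days before flow analysis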
Myeloid diff 2 GFP+ MAC1+ %: second read-out of Myeloid diff 2, no call of its own (marks repeat the call); GFP+ MAC1+ double positive, %; measured here: differentiation confirmed by MAC1 staining
Active calls of the source: *; i = inactive; ? = inconclusive; · = not tested or not shown. These rows are one share of the data; count on the stated rates, not on these rows.

SMILES	MgcRacGAP inhibition	Myeloid diff 2	Myeloid diff 2 GFP+ MAC1+ %
Cc1ccc([C@H]2N[C@]3(CCCN(Cc4ccc(Br)cc4)C3=O)[C@H]3C(=O)N(C)C(=O)[C@@H]23)cc1	11%	i	0.4
Cc1noc(C)c1S(=O)(=O)N(C)C[C@H]1OCc2cnnn2CCCC(=O)N([C@@H](C)CO)C[C@H]1C	16%	i	0.6
COc1cc2c(cc1OC)CN(C(C)C(=O)Nc1cccc(S(=O)(=O)N3CCOCC3)c1)CC2 (stereo unspecified)	3%	i	0.5
O=C(NN=Cc1ccc2c(c1)CCC2)c1ccccc1[N+](=O)[O-]	6%	i	0.9
C(=Cc1nc2ccccc2o1)c1ccc2c(c1)OCO2	1%	i	0.9
COc1ccc(NC(=O)CCNC(=O)c2ccc([N+](=O)[O-])cc2)cc1S(=O)(=O)N1CCCCC1	7%	i	0.5
COc1ccc(CSc2ccc(S(=O)(=O)N3CCCC3)cn2)cc1F	2%	i	2.0
Cc1ccc(C2/C(=C(\O)c3c(C)nc4c(C)cccn34)C(=O)C(=O)N2CCN(C)C)o1 (stereo unspecified)	-1%	i	0.5
CC(C(=O)OCC(=O)Nc1ccccc1OC(F)F)N1C(=O)C2CC=CCC2C1=O (stereo unspecified)	6%	i	0.3
COc1ccccc1C(=O)N/C(=C\c1cn(C)c2ccccc12)C(=O)NCCN1CCOCC1	10%	i	0.2
COc1ccc(B(O)O)c(CN2CCN(C(=O)OC(C)(C)C)CC2)c1	12%	i	0.2
CCc1nnc(NC(=O)CSc2nnc(CNC(=O)c3ccccc3)o2)s1	7%	i	0.7

Entries above that have an aryl thioether with sulfur outside any ring (two):
SMILES	MgcRacGAP inhibition	Myeloid diff 2	Myeloid diff 2 GFP+ MAC1+ %
COc1ccc(CSc2ccc(S(=O)(=O)N3CCCC3)cn2)cc1F	2%	i	2.0
CCc1nnc(NC(=O)CSc2nnc(CNC(=O)c3ccccc3)o2)s1	7%	i	0.7

(list continues)
SMILES	MgcRacGAP inhibition	Myeloid diff 2	Myeloid diff 2 GFP+ MAC1+ %
COCCn1cnc2c1c(=O)n(CC(=O)NC1CCCCC1)c(=O)n2Cc1ccccc1	5%	i	1.5
O=[N+]([O-])c1ccc(NC2CCCCC2)nc1	4%	i	0.5
CN(Cc1cccnc1)C(=O)c1ccc(Cl)c(NS(=O)(=O)c2ccc(F)cc2)c1	3%	i	0.6
CCc1c(Nc2ccccc2Cl)nc(N)[nH]c1=O	-3%	i	0.5
O=c1c2ccccc2ncn1CCc1ccncc1	-3%	i	1.0
COc1ccc(CNC(=O)Cn2cnc3c(NCc4ccccc4)ncnc32)cc1	9%	i	0.4
O=C(c1ccccc1)N(c1ccccc1)c1ccccc1O	5%	i	1.2
CCN(C(=O)COC(=O)c1cccc(S(=O)(=O)NCc2ccccc2)c1)c1ccccc1	0%	i	1.7
CCCCCc1ccc(C(=O)CCC(=O)OCC(=O)N(CC)c2c(N)n(Cc3ccccc3)c(=O)[nH]c2=O)cc1	2%	i	0.8
CN(C)C(=S)N=c1ssc(=S)n1Cc1ccccc1	48%	i	0.9
c1ccc(-c2nn(-c3ccccc3)[n+](-c3ccccc3)n2)cc1	-1%	i	0.8
CN(CCCn1ccc(N)nc1=O)Cc1ccco1	18%	i	0.6
CCN1C(=O)[C@H]2[C@@H](c3ccc(C)cc3)N[C@]3(CCCN(Cc4ccc(C)cc4)C3=O)[C@H]2C1=O	2%	i	0.5
Cc1cc(CN(Nc2ccccc2)c2ccccc2)cc(C)n1	6%	i	1.3
CC1=C(C(=O)N2CCOCC2)CC(CC(=O)NCc2ccco2)C(=O)N1Cc1ccc(F)cc1 (stereo unspecified)	11%	i	0.4
CN(Cc1ccccc1)C(CNS(=O)(=O)c1ccccc1)c1ccccc1 (stereo unspecified)	16%	i	0.9
COC(=O)C[C@@H]1C[C@@H]2c3cc(NC(=O)Cc4ccncc4)ccc3O[C@@H]2[C@@H](CO)O1	18%	i	1.0
CC(C)CN(C(=O)COC(=O)CCSc1ccc(Cl)cc1)c1c(N)n(Cc2ccccc2)c(=O)[nH]c1=O	-25%	i	0.5
CCOC(=O)C1=CN(Cc2ccco2)S(=O)(=O)NC1c1ccc(F)c(Cl)c1 (stereo unspecified)	10%	i	0.4
O=C1CCCN1C(=O)CSc1ncnc2sccc12	11%	i	1.0
CCN(CC)C(=O)[C@H]1CC(CC(=O)NCC23CC4CC(CC(C4)C2)C3)C(=O)N2CCc3c([nH]c4ccc(OC)cc34)[C@]12C (stereo partly specified)	6%	i	0.5
O=C(CCl)NC1(C(=O)O)CCCC1	7%	i	0.4
CC(=O)Nc1ccc(Sc2ccc([N+](=O)[O-])o2)cc1	20%	?	·
COCCN(C(=O)CSc1nnc(-c2cccc(Cl)c2)n1N)c1c(N)n(CC(C)C)c(=O)[nH]c1=O	8%	i	0.2
CCCc1c(C(=O)N/N=C/C=C/c2ccccc2)nnn1-c1nonc1N	16%	i	1.2
CC1=C(C(=O)N2CCOCC2)CC(CC(=O)NCCCN(C)C)C(=O)N1CCC1=CCCCC1 (stereo unspecified)	14%	i	0.6
CCCCn1c(N)c(N(CCOC)C(=O)c2cc(S(=O)(=O)N3CCOCC3)ccc2Cl)c(=O)[nH]c1=O	9%	i	0.4
Cc1c(-c2ccc(OCCN3CCOCC3)cc2)c(=O)oc2ccc3ccccc3c12	14%	i	1.2
COc1ccc(C2/C=C\CC(NC(=O)OCC3c4ccccc4-c4ccccc43)CC(=O)N2Cc2ccccc2F)cc1 (stereo unspecified)	7%	i	1.3
CN1CCN(c2ccc(S(=O)(=O)N3CCCCC3)cc2NC(=O)CSC(C)(C)C)CC1	8%	i	0.1
Clc1ccc(C=NN2CCCCCC2)cc1	-3%	i	0.5
Cc1ccc(S(=O)(=O)N2C[C@H]3C(=O)C[C@@H](c4ccc(Cl)cc4)N(S(=O)(=O)c4ccccc4C)[C@H]3C[C@H]2c2ccccc2)cc1	15%	i	2.0

Profiles from above:
`CCOC(=O)C1=CN(Cc2ccco2)S(=O)(=O)NC1c1ccc(F)c(Cl)c1` (stereo unspecified) is listed as MgcRacGAP inhibition: 10%; Myeloid diff 2: i; Myeloid diff 2 GFP+ MAC1+ %: 0.4
`CCN(C(=O)COC(=O)c1cccc(S(=O)(=O)NCc2ccccc2)c1)c1ccccc1` is listed as MgcRacGAP inhibition: 0%; Myeloid diff 2: i; Myeloid diff 2 GFP+ MAC1+ %: 1.7
`O=C(NN=Cc1ccc2c(c1)CCC2)c1ccccc1[N+](=O)[O-]` is listed as MgcRacGAP inhibition: 6%; Myeloid diff 2: i; Myeloid diff 2 GFP+ MAC1+ %: 0.9

Given with two lines to a compound: part of the list above.
Fields – MgcRacGAP inhibition, Myeloid diff 2, Myeloid diff 2 GFP+ MAC1+ %
- CCCc1c(C(=O)N/N=C/C=C/c2ccccc2)nnn1-c1nonc1N
→ 16%, i, 1.2
- CC1=C(C(=O)N2CCOCC2)CC(CC(=O)NCCCN(C)C)C(=O)N1CCC1=CCCCC1 (stereo unspecified)
→ 14%, i, 0.6
- CCCCn1c(N)c(N(CCOC)C(=O)c2cc(S(=O)(=O)N3CCOCC3)ccc2Cl)c(=O)[nH]c1=O
→ 9%, i, 0.4
- Cc1c(-c2ccc(OCCN3CCOCC3)cc2)c(=O)oc2ccc3ccccc3c12
→ 14%, i, 1.2
- COc1ccc(C2/C=C\CC(NC(=O)OCC3c4ccccc4-c4ccccc43)CC(=O)N2Cc2ccccc2F)cc1 (stereo unspecified)
→ 7%, i, 1.3
- CN1CCN(c2ccc(S(=O)(=O)N3CCCCC3)cc2NC(=O)CSC(C)(C)C)CC1
→ 8%, i, 0.1
- Clc1ccc(C=NN2CCCCCC2)cc1
→ -3%, i, 0.5
